HKDC1 inh – HKDC1 (human) hexokinase inhibition. recombinant HKDC1, G6PDH/diaphorase resazurin coupled fluorescence. inhibition, % at 20 µM. 340,000 compounds, 0.16% hits. AID 493160;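 active = inhibition above about 35% when tested at 20 µM, limit read from the data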;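 note: plate controls were DMSO wells with enzyme for no effect and DMSO wells lacking enzyme for full effect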
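Assay system: in-house recombinant HK5 (HKDC1) enzyme. Input: HKDC1 at 5 µg/mL. Medium: Tris pH 8.0 buffer with MgCl2, Tween-20, BSA, BME. Dosing: single 20 µM dose. Schedule: 90 min reaction incubation at room temperature, dark. Signal: resazurin-to-resorufin fluorescence via G6PDH and diaphorase coupling, 525/613 nm. Controls: DMSO-enzyme wells negative, buffer-substituted wells positive.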
SENP7 inh – inhibitors of human SENP7 protease | recombinant SENP7, Z-RLRGG-aminoluciferin luminescence, 40 min | inhibition, % at 5 µM | 330,000 compounds, 1.5% hits | Q9BQF6;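 active = inhibition above about 50% at the single test dose, limit read from the data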;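 note: plate controls were DMSO with enzyme for no effect and no enzyme buffer wells for full effect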
Target sequence (Q9BQF6 706-1050 limits assumed): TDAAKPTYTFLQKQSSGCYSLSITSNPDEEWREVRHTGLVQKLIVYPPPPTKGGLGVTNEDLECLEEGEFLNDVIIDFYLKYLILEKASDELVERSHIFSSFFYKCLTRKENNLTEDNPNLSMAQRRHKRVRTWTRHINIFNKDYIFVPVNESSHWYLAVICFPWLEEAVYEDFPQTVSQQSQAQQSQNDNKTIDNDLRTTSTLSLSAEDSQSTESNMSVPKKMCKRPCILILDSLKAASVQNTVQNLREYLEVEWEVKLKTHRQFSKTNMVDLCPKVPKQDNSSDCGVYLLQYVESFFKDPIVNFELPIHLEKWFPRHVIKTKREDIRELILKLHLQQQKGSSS
GRIN3A LBD mod – modulators (binders) of human NR3A ligand-binding domain; NR3A LBD differential scanning fluorimetry, Tm shift; 0% = protein alone, 100% = glycine-bound protein; Tm shift relative to glycine control, % at 25 µM; 340,000 compounds, 2.5% hits;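 active = melting temperature shift of at least 10% of the positive control shift, at one fixed dose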
SENP8 inh – inhibitors of human SENP8 protease | recombinant SENP8, Nedd8 substrate fluorescence | inhibition, % at 20 µM | 360,000 compounds, 0.64% hits | AID 602440; in the data active = inhibition mostly above about 40%, no sharp cut-off; inactive = mostly below about 27%
Target sequence (Q96LD8 whole entry, looked up): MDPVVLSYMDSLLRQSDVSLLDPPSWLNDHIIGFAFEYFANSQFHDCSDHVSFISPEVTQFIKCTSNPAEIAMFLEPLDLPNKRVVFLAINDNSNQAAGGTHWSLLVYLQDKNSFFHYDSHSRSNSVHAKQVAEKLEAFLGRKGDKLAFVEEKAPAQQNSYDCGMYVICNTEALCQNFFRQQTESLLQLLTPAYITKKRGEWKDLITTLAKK
PfGluPho inh – PfG6PD (Plasmodium falciparum) enzyme inhibition. PfGluPho enzyme, NADPH resazurin-diaphorase fluorescence. inhibition, % at 20 µM. 350,000 compounds, 0.78% hits. AID 504690;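 active = inhibition reaching at least a set limit at 20 µM in the primary screen, cut at about 59% in these data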;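 note: 0% = DMSO wells with substrate and 100% = DMSO wells lacking glucose-6-phosphate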
SENP6 block – blocks the human protease SENP6; Q9GZR1; Recombinant SENP6 catalytic domain, aminoluciferin luminescence; inhibition, % at 10 µM; 330,000 compounds, 1.8% hits; AID 2599;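 active = inhibition above about 50% at the single tested dose, limit read from the data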;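 note: plate controls were DMSO wells with enzyme for no effect and DMSO wells lacking enzyme for full effect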
ATG4B inhibitor – blocks human ATG4B protease cleavage of LC3 substrate; 340,000 compounds, 0.51% hits; ATG4B cleavage of LC3-PLA2, NBD-HPC fluorescence, 1 h; inhibition, % at 8.33 µM; Q9Y4P1; AID 504462; in the data active = inhibition above about 40%
Target sequence (Q9Y4P1 whole entry, looked up): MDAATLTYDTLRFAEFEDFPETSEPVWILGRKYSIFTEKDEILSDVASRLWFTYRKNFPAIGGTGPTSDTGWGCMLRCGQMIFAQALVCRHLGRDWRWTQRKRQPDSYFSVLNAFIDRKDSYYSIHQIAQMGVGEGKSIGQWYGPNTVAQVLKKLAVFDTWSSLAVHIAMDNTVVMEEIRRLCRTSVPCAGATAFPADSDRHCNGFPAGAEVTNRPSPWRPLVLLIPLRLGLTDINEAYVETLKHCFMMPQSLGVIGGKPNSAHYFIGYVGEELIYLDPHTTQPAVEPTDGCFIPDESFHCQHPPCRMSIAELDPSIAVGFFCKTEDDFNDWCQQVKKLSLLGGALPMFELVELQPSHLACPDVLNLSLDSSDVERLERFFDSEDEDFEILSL
MPTP inh – inhibitors of mitochondrial permeability transition pore; isolated mouse mitochondria, Ca2+ swelling absorbance, 30 min; inhibition, % at 10 µM; 360,000 compounds, 1.4% hits;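 active = inhibition of 50% or more, scaled per plate between neutral and stimulator controls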;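 note: 0% = DMSO wells given calcium and 100% = 1 mM EGTA wells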
An asterisk follows results filed as active; i = inactive; · = no result given.

structure	MPTP inh	GRIN3A LBD mod	PfGluPho inh	ATG4B inhibitor	SENP8 inh	HKDC1 inh	SENP6 block	SENP7 inh
CN(C)C(=O)NC(NC(=S)Nc1ccccc1)C(Cl)(Cl)Cl (configuration not stated)	-1.0	2	51	-4	8	-9	-6	4
COc1ccc(CNC(=O)CN2CCN(S(=O)(=O)c3cc(Br)ccc3Br)CC2)cc1OC	0.4	-1	-6	-21	22	-3	-12	12
Cc1ccccc1N1CC(C(=O)N2CCCCCC2)CC1=O (configuration not stated)	0.7	-1	-13	0	11	2	7	1
CCC(c1nnnn1Cc1ccc2c(c1)OCO2)N1CCN(c2ccc(OC)cc2)CC1 (configuration not stated)	-2.5	-1	4	-4	12	4	-12	4
COc1ccc(OC)c(CCNC(=O)CN2C(=O)COc3ccc(S(=O)(=O)N4CCOCC4)cc32)c1	1.8	-3	-12	-1	11	-3	-2	10
Brc1ccc2ncc3ccccc3c2c1	0.2	3	-7	5	3	-2	·	·
Cc1ccccc1N(CC(=O)NC1CCCCC1)C(=O)c1csnn1	1.4	-2	-6	-9	10	-4	1	7
COc1ccc(S(=O)(=O)N2CCOCC2)cc1Br	0.1	1	-5	-6	3	-7	-18	-3
COc1ccc(NC(=O)CSCC(=O)Nc2ccc(S(=O)(=O)N3CCOCC3)cc2)cc1	0.1	0	-6	-22	-3	1	5	7
COc1ccc(CC(NC(C)=O)C(=O)NC2CCN(C(=O)Nc3ccc(C#N)cc3)CC2)cc1OC (configuration not stated)	37	-6	-10	6	7	-11	-4	7
COc1ccccc1C(=O)Nc1ccc(N2CCN(C(C)=O)CC2)cc1	-0.8	0	-9	-8	15	1	5	0
CC(=O)N1CCC(N(CCN2CCOCC2)C(=S)Nc2cc(C)cc(C)c2)CC1	0.7	-1	-14	-2	18	-1	-14	3
COc1cc(/C=C2\SC(=S)N(NC(=O)c3ccccc3O)C2=O)ccc1O	14	11*	-82	5	18	8	6	-1
O=C(Oc1ccc2c3c(c(=O)oc2c1)CCCC3)c1ccco1	-0.3	-2	-6	-1	i	9	-33	-13
COc1ccccc1NS(=O)(=O)c1ccc(C)c(C(=O)NCC(c2ccco2)N(C)C)c1 (configuration not stated)	0.8	4	-1	-6	3	2	-4	-11

The closing 2 records of the section above come first, to join the parts.
structure	MPTP inh	GRIN3A LBD mod	PfGluPho inh	ATG4B inhibitor	SENP8 inh	HKDC1 inh	SENP6 block	SENP7 inh
O=C(Oc1ccc2c3c(c(=O)oc2c1)CCCC3)c1ccco1	-0.3	-2	-6	-1	i	9	-33	-13
COc1ccccc1NS(=O)(=O)c1ccc(C)c(C(=O)NCC(c2ccco2)N(C)C)c1 (configuration not stated)	0.8	4	-1	-6	3	2	-4	-11
N#Cc1ccccc1S(=O)(=O)N1CCN(C(=O)c2ccc(-n3cncn3)c([N+](=O)[O-])c2)CC1	-1.6	-2	9	-7	1	-8	-2	1
CC(Cc1ccccc1)N1CCCC1=O (configuration not stated)	-0.5	-2	18	3	4	-2	·	·
O=C(Nc1ccc(Cl)c([N+](=O)[O-])c1)c1ccco1	0.5	-3	5	3	18	-4	-2	1
O=C(CN(C(=O)CCC(=O)Nc1nccs1)c1ccccc1F)NCc1ccc2c(c1)OCO2	-1.7	-1	-2	3	4	5	7	5
COC(=O)c1ccccc1NC(=O)CSc1n[nH]c(-c2cccnc2)n1	-1.9	0	15	-5	4	29	2	-13
Cc1cccc(Nc2nc(N)c([N+](=O)[O-])c(N3CCC(C)CC3)n2)c1	34	-4	22	17	17	1	4	4
COc1ccc(OC)c(NC(=O)C2CCCN2C(=O)OCc2ccccc2)c1 (configuration not stated)	1.2	-8	2	-5	24	-9	-22	-2
CCOc1cc(/C=N/NC(=O)c2c(-c3ccccc3)noc2C)ccc1O	0.4	-2	-7	-2	-12	-13	14	-6
O=C(O)CCCC(=O)Nc1ccc(C(=O)N2CCCCC2)cc1	1.3	-1	-17	3	14	-8	-6	3
COCc1[nH]nc2c1C(c1cc(OC)c(O)c(OC)c1)C(C#N)=C(N)O2 (configuration not stated)	-1.1	-2	19	24	0	5	-1	-2
Cn1cccc1CC(=O)NNC(=S)NC(=O)c1ccc(F)cc1	1.3	0	8	-4	13	-17	-8	3
COC(=O)CN1C(=S)N(c2ccc(F)cc2)C(=O)C1CC(=O)Nc1ccc(F)cc1 (configuration not stated)	1.7	5	8	-6	25	7	3	1
CS(=O)(=O)c1ccc(-c2nnc(NC(=O)C3=COCCO3)o2)cc1	-2.0	1	7	-1	-11	1	-12	10
Cc1ccc(C(=O)Nc2ccc(NC(=O)c3cccs3)cc2)c(C)c1	1.9	28*	6	-4	-1	-8	-21	-5
O=C(Nc1ccccc1N1CCCC1)c1cccnc1Cl	-0.6	4	-9	-18	28	-6	0	2

Some of these compounds in order of length of the SMILES, low to high.
structure	MPTP inh	GRIN3A LBD mod	PfGluPho inh	ATG4B inhibitor	SENP8 inh	HKDC1 inh	SENP6 block	SENP7 inh
COc1ccc(S(=O)(=O)N2CCOCC2)cc1Br	0.1	1	-5	-6	3	-7	-18	-3
Cn1cccc1CC(=O)NNC(=S)NC(=O)c1ccc(F)cc1	1.3	0	8	-4	13	-17	-8	3
O=C(Nc1ccc(Cl)c([N+](=O)[O-])c1)c1ccco1	0.5	-3	5	3	18	-4	-2	1
CN(C)C(=O)NC(NC(=S)Nc1ccccc1)C(Cl)(Cl)Cl (configuration not stated)	-1.0	2	51	-4	8	-9	-6	4
COc1ccccc1C(=O)Nc1ccc(N2CCN(C(C)=O)CC2)cc1	-0.8	0	-9	-8	15	1	5	0
Cc1ccc(C(=O)Nc2ccc(NC(=O)c3cccs3)cc2)c(C)c1	1.9	28*	6	-4	-1	-8	-21	-5
COC(=O)c1ccccc1NC(=O)CSc1n[nH]c(-c2cccnc2)n1	-1.9	0	15	-5	4	29	2	-13
COCc1[nH]nc2c1C(c1cc(OC)c(O)c(OC)c1)C(C#N)=C(N)O2 (configuration not stated)	-1.1	-2	19	24	0	5	-1	-2
Cc1cccc(Nc2nc(N)c([N+](=O)[O-])c(N3CCC(C)CC3)n2)c1	34	-4	22	17	17	1	4	4
COC(=O)CN1C(=S)N(c2ccc(F)cc2)C(=O)C1CC(=O)Nc1ccc(F)cc1 (configuration not stated)	1.7	5	8	-6	25	7	3	1
COc1ccc(CNC(=O)CN2CCN(S(=O)(=O)c3cc(Br)ccc3Br)CC2)cc1OC	0.4	-1	-6	-21	22	-3	-12	12
COc1ccc(CC(NC(C)=O)C(=O)NC2CCN(C(=O)Nc3ccc(C#N)cc3)CC2)cc1OC (configuration not stated)	37	-6	-10	6	7	-11	-4	7
N#Cc1ccccc1S(=O)(=O)N1CCN(C(=O)c2ccc(-n3cncn3)c([N+](=O)[O-])c2)CC1	-1.6	-2	9	-7	1	-8	-2	1

Other entries
structure	MPTP inh	GRIN3A LBD mod	PfGluPho inh	ATG4B inhibitor	SENP8 inh	HKDC1 inh	SENP6 block	SENP7 inh
CC1CN(S(=O)(=O)c2cccc(C(=O)NCCc3ccc(S(N)(=O)=O)cc3)c2)CC(C)O1 (configuration not stated)	0.0	-10	-11	1	2	-3	-7	9
CC(C)(C)c1ccc(C(=O)NC(=S)NCc2ccco2)cc1	-1.1	2	21	1	4	-1	-10	-8
CCOc1ncccc1C(=O)OCC(=O)Nc1c(C)cc(C)cc1C	-0.6	0	-11	-1	21	-1	-10	0
Cc1ccc(NS(=O)(=O)c2ccc(C(=O)N3CCN(c4ncccn4)CC3)cc2)cc1	16	-4	-10	-6	-5	11	4	2
Cc1ccc(NC(=O)NCC2CCN(Cc3cccc(Cl)c3)CC2)c(Cl)c1	-0.2	1	8	-8	22	-1	-15	3
O=C(CC1C(=O)Nc2ccccc2N1CC(=O)N1CCCC1)Nc1ccc(Br)cc1 (configuration not stated)	-2.4	-3	-3	-12	-176	0	-5	7
Cc1cc(C)cc(N2C(=O)C3CCCN3C2=S)c1 (configuration not stated)	0.6	-1	-2	-3	10	-11	15	5
Cc1nn(-c2nc3ccccc3s2)c(C)c1Oc1ccccc1O	4.4	4	1	3	5	-5	-11	4
CCCCC(=O)Nc1nnc(C2=COCCO2)o1	-1.0	1	-12	6	13	-3	11	6
CSc1ccccc1NC(=O)COC(=O)c1ccccc1Cc1ccccc1	1.3	2	13	14	8	-6	-7	1
C=CCOc1cccc(/C=N/NC(=O)C(OC)c2ccccc2)c1 (configuration not stated)	0.3	-2	7	-4	10	-2	2	-9
Cc1cc(NC(=O)COC(=O)CCNS(=O)(=O)c2ccccc2)n(-c2ccccc2)n1	-1.6	0	-52	6	2	-3	3	-8
COC(=O)c1ccc(Oc2nc(N3CCCCC3)nc(N3CCOCC3)n2)cc1	1.3	1	3	-8	12	-4	-6	9
O=C(Nc1cccc(-c2csc(Nc3ccc(Cl)cc3)n2)c1)c1cc([N+](=O)[O-])cc(C(F)(F)F)c1	7.4	20*	5	-11	10	0	-13	1
CC(C)(C)c1ccc(C(=O)Nc2cccc3c(=O)[nH][nH]c(=O)c23)cc1	-0.1	-11	-12	-4	-285	7	·	·
COc1ccc(NC(=O)N(O)C2(C#N)CCCCC2)cc1	-1.0	4	8	3	25	-3	·	·
Cn1cnnc1SCC(=O)Nc1ccc(F)cc1F	-1.4	0	-20	4	4	-5	-2	5
Cc1cccc(Cn2c(N(C)Cc3ccccc3)nc3c2c(=O)[nH]c(=O)n3C)c1	0.7	-1	11	-8	13	1	6	8
COC(=O)c1cccc(NC(=O)/C=C/c2ccc3c(c2)OCO3)c1	0.2	16*	36	22	-148	-7	36	27
COc1ccc(C(=O)COC(=O)c2cc3ccccc3oc2=O)c(OC)c1	0.0	0	-3	-8	-169	-1	-4	-3
COC(=O)c1cnc(Nc2cc(C)ccc2OC)c2ccccc12	0.7	1	12	-7	-136	3	-5	-5
CCCCN(C)CCNC(=S)Nc1ccc2nc(N3CCN(CC)CC3)cc(C)c2c1	0.9	0	4	-1	-191	4	-24	-13
CCOCCCNC(=O)Cc1c(C(=O)O)[nH]c2ccc(Cl)cc12	-0.3	0	6	-7	0	-5	-9	2
COc1ccc2cc(C(N)=O)/c(=N\NC(=O)c3ccccc3)oc2c1	1.1	2	-4	4	-275	6	13	6
NC(=O)c1ccccc1NC(=O)C(c1ccccc1)c1ccccc1	1.7	2	-8	4	-120	-1	-15	-4
CCOCCCN1C(=O)CN(C2CCCCC2)C(=O)C1c1ccc(OC)c(OC)c1 (configuration not stated)	-1.2	-3	-1	1	12	10	1	0
Cc1ccc(C(C(=O)Nc2ccc3c(c2)OCO3)N(C)C(=O)/C=C\c2ccc3c(c2)OCO3)cc1 (configuration not stated)	1.8	13*	7	37	-62	-2	-19	-4
CN1CCC(OC(c2ccccc2)c2ccc(Cl)cc2)C1 (configuration not stated)	0.6	-7	-9	5	14	-5	·	·
Cc1ccc(C(=O)NCc2ccncc2)cc1S(=O)(=O)N1CCOCC1	0.0	-1	10	-2	16	-5	-12	-14
O=C(C[n+]1ccccc1)Nc1nc2ccccc2s1	1.4	-10	-3	0	10	-10	-10	1
CC(=O)Nc1ccc(S(=O)(=O)Nc2ccc(N3CCOCC3)cc2)cc1	-6.9	2	-5	-8	8	4	0	-9

This is a random part of the collection, and some 6.9% of all compounds hit somewhere here.
